# From PubChem
# RAD54 inh – inhibitors of human RAD54 branch migration, primary screen, biochemical, fluorescence, single point | DNA repair and recombination protein RAD54-like (Homo sapiens), Q92698 | RAD54 Holliday junction branch migration, FAM/BHQ fluorescence | inhibition, % at 10.4 µM | 360,000 compounds, 0.14% hits;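 active = mean normalized replicate activity at least 40 and at least half of replicates scoring 40 or more; inconclusive = only one of the two criteria met; inactive = mean below 40 and under half of replicates reaching 40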;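 also: 0% = median of neutral control wells and 100% = median of positive control wells; inhibitors cause a drop in the FAM fluorescence signal; in these data hits start at about 50%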
# GSIS activator – GLuc luminescence reporter in INS-1E cells, primary screen for activators of glucose-dependent secretion of insulin; INS-1E GLuc reporter insulin secretion, 2-3 h; activation, % at 16.6 µM; 370,000 compounds, 0.61% hits;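 active = lowest replicate activation of at least 40%, so every replicate reaches that level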;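 also: 0% = median of neutral control wells and 100% = median of IBMX positive control wells; some compounds called inactive have numbers as strong as hits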
# ARNT-TACC3 inh – disruptors of ARNT/TACC3 protein interaction, primary screen, biochemical, AlphaScreen, single concentration. Transforming acidic coiled-coil-containing protein 3 (Homo sapiens), Q9Y6A5. AlphaScreen His-ARNT PAS-B/GST-TACC3 binding, luminescence; TACC3 fragment carries E629A point mutation. inhibition, % at 9.99 µM. 390,000 compounds, 0.66% hits. AID 623870, 2012;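 active = mean inhibition of replicates at least 50% and at least half of replicates each reaching 50%; inconclusive = half or more replicates reach 50% but mean below 50%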;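 also: 0% = complete ARNT plus TACC3 wells and 100% = ARNT alone without TACC3; many hits fall short of the cut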
# RAD52 anneal inh – RAD52 DNA annealing inhibitors, primary screen, biochemical, FRET, single point, set 2. 360,000 compounds, 0.46% hits. DNA repair protein RAD52 homolog (Homo sapiens), P43351. inhibition, % at 18.7 µM. AID 651710, 2012. recombinant RAD52 DNA annealing, FRET fluorescence;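 active = every replicate showing at least 50% inhibition; inconclusive = mean inhibition at least 50% but not in every replicate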
# esBAF inh – Bmi1 luciferase reporter increase in mESCs, primary screen, esBAF inhibitor project, mouse ES cells, Bmi1 luciferase knock-in, single point; 24 h; 100% = twice the neutral-well signal; AID 602393, 2012; 350,000 compounds, 2% hits; reporter increase, % at 12.5 µM; in the data active = activation above about 40%; inconclusive = no clear call, values can overlap the other calls;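 also: 0% = median of the plate's neutral control wells and 100% = double that signal; a rise in the Bmi1 reporter signal indicates esBAF inhibition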
# ERAP1 inh – human ERAP1 aminopeptidase inhibitors, primary screen, biochemical, single point, plate reader | recombinant ERAP1, Leu-AMC fluorescence, 60 min | inhibition, % at 10.7 µM | 340,000 compounds, 0.15% hits;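 active = mean replicate inhibition of at least 30%, or all replicates individually reaching that 30% level; inactive = mean below 30% and not every replicate reaching it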;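 also: 0% = neutral control wells and 100% = L-leucinethiol positive control wells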
# Target sequence (Q9NZ08 whole entry, looked up): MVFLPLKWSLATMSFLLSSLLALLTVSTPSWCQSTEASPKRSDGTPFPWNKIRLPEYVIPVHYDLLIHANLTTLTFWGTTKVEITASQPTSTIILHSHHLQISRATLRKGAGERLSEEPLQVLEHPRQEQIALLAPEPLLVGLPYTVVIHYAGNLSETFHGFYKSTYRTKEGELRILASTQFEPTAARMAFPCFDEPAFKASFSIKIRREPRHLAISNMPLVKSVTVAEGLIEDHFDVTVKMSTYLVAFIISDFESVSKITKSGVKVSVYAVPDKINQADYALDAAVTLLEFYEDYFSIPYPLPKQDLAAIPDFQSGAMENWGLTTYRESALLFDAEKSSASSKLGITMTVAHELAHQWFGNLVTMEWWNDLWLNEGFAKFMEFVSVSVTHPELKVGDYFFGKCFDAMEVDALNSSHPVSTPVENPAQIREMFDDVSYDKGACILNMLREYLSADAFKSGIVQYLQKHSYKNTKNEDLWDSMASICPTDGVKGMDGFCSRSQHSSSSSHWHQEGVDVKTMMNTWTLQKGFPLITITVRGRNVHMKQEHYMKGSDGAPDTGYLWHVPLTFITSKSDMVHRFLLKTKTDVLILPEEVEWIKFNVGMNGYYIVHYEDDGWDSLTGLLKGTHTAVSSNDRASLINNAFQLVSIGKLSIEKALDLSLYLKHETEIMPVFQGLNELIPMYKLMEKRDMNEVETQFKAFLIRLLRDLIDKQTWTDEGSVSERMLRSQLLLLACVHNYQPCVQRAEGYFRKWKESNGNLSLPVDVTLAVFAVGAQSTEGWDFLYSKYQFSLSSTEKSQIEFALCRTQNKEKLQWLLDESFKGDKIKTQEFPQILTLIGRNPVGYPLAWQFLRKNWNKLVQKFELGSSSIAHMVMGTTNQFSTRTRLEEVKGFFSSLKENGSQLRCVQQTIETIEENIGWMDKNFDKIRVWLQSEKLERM
# CFTR F508del cor – F508del CFTR correction, initial screen, CFBE line, single point. 350,000 compounds, 0.36% hits. activity (quench increase), % at 7.58 µM. CFBE cells, YFP halide quenching; stimulated with forskolin plus potentiator P3; % fluorescence drop versus neutral controls;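 active = mean added fluorescence quench of at least 8% versus neutral control, with both replicates also reaching 8%; inconclusive = only one of the mean or replicate conditions met; inactive = mean below 8% and not both replicates reaching 8%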;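 also: cells transiently co-express mutant CFTR-F508del with the halide-sensitive YFP; corrector assay measuring rescue of mutant channel to the surface after 24 h compound exposure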
# XiGFP reactiv – activators of inactive X chromosome reactivation, primary screen, imaging, XiGFP fibroblasts, GFP high-content imaging, set 2. XiGFP mouse fibroblasts, % GFP-positive cells imaging, 3 d; cells co-treated with 5-aza-dC sensitizer; scaled so ellipticine positive control = 100%. activation, % at 7.58 µM. 360,000 compounds, 0.055% hits. AID 743238, 2013;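 active = mean normalized replicate activation at least 10% and every replicate at or above 10%; inconclusive = only one of the two criteria met; inactive = mean below 10% and not all replicates reach 10%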;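 also: 0% = median of on-plate neutral control wells and 100% = ellipticine 6 µM median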
#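 Schedule: 3 d treatment, 15 min room-temperature fixation; system: 68-5-11 XiGFP fibroblast line; buffer or medium: DMEM plus 5-aza-dC sensitizer; control set: ellipticine 6 µM positive control; compound: one concentration, pinned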
# The depositor's hits bear a star; ? = inconclusive; . = not tested or not shown; & = joins results of further samples. Rows are unselected; any-hit rate near 3.3%.
SMILES,RAD54 inh,GSIS activator,ARNT-TACC3 inh,RAD52 anneal inh,esBAF inh,ERAP1 inh,CFTR F508del cor,XiGFP reactiv
Cc1noc(C)c1S(=O)(=O)N(C)C[C@@H]1Oc2ccc(NC(=O)Nc3ccc(F)cc3)cc2CC(=O)N([C@@H](C)CO)C[C@@H]1C,7,-3,6,-10,-3,4,1.5,-0.1
CC(C)(C)OC(=O)N1CCN(C(=O)c2nc[nH]c2C(=O)N2CCN(c3ccccc3)CC2)CC1,-2,-1,-3,0,6,-2,1.4,0.2
CCc1c(Nc2ccccc2C)nc(N)[nH]c1=O,-4,.,-7,-6,0,3,3.1,-0.1
O=C(NCCN1CCCC(O)C1)c1cc(COc2c(F)cccc2F)on1 (stereo not given),-5,-6,16,-8,1,-2,-2.1,0.0
COc1ccc(NC(=O)C2Cc3c(-c4cccc(F)c4)ccnc3O2)cn1 (stereo not given),-7,-24,.,-15,5,1,6.2,0.1
NS(=O)(=O)c1ccc(NC(=O)CCC(=O)N2CCOCC2)cc1,7,6,-5,-2,2,-2,-0.3,0.5
CC(=O)c1c(C)nc2sc3c(=N)n(N)cnc3c2c1-c1ccc(Cl)cc1,.,.,.,12,5,2,.,0.0
O=C(CCl)Nc1ccccc1C(=O)NCc1ccccc1,.,6,-9,-9,.,1,-0.7,0.0
COC(=O)c1cnn(-c2ccc(F)cc2F)c1/C=N/NC(N)=S,6,3,3,-14,0,.,-2.5,0.0
CCOC(=O)N1CCN(C(=O)c2ccc(SC)cc2OC)CC1,3,3,12,-13,-5,1,-2.4,0.1

# Some of the entries so far, as tab-separated lines:
structure	RAD54 inh	GSIS activator	ARNT-TACC3 inh	RAD52 anneal inh	esBAF inh	ERAP1 inh	CFTR F508del cor	XiGFP reactiv
CC(=O)c1c(C)nc2sc3c(=N)n(N)cnc3c2c1-c1ccc(Cl)cc1	.	.	.	12	5	2	.	0.0
Cc1noc(C)c1S(=O)(=O)N(C)C[C@@H]1Oc2ccc(NC(=O)Nc3ccc(F)cc3)cc2CC(=O)N([C@@H](C)CO)C[C@@H]1C	7	-3	6	-10	-3	4	1.5	-0.1
CCc1c(Nc2ccccc2C)nc(N)[nH]c1=O	-4	.	-7	-6	0	3	3.1	-0.1
CCOC(=O)N1CCN(C(=O)c2ccc(SC)cc2OC)CC1	3	3	12	-13	-5	1	-2.4	0.1
O=C(CCl)Nc1ccccc1C(=O)NCc1ccccc1	.	6	-9	-9	.	1	-0.7	0.0
COC(=O)c1cnn(-c2ccc(F)cc2F)c1/C=N/NC(N)=S	6	3	3	-14	0	.	-2.5	0.0

# The listing continues.
SMILES,RAD54 inh,GSIS activator,ARNT-TACC3 inh,RAD52 anneal inh,esBAF inh,ERAP1 inh,CFTR F508del cor,XiGFP reactiv
COc1ccc(Cc2c(O)nc(SC)n(C(C)=O)c2=O)cc1,1,11,-2,.,2,.,.,.
O=C(NC1CCN(C(=O)Nc2cccc(Cl)c2)CC1)C1CCCCC1,6,-5,0,-12,-2,0,-1.5,0.0
COc1ccc(S(=O)(=O)Nc2cccc3c2O[C@H](CN(C)S(=O)(=O)c2ccc(OC)cc2)[C@@H](C)CN([C@@H](C)CO)C3=O)cc1,.,7,.,.,.,-2,-2.4,0.0
CCc1ccc(C(=O)Cc2cc3cccc(OC)c3oc2=O)cc1,7,3,0,-5,?,1,6.9,0.0
Cn1nc(C(C)(C)C)cc1C(=O)NNC(=O)c1cccc(Cl)c1,1,12,-9,-9,.,3,-0.3,0.0
COc1cc(NC(=S)NCCc2ccc(S(N)(=O)=O)cc2)c(OC)cc1Cl,.,3,8,-12,-2,.,1.7,0.0
Cc1ccc(S(=O)(=O)N(C)C[C@@H]2OCCCC[C@@H](C)Oc3ccc(NC(=O)Nc4cccc5ccccc45)cc3C(=O)N([C@H](C)CO)C[C@H]2C)cc1,-2,22,11,7,-3,-1,3.0,0.2
COc1ccccc1NS(=O)(=O)c1cc(N=N/C(C(=O)Nc2ccc(Cl)cc2)=C(/C)O)ccc1C,0,19,4,-26,20,3,11*,-0.7
CCN(CC)S(=O)(=O)c1cc(NS(=O)(=O)c2cccs2)ccc1C,13,.,-3,-23,-5,1,-2.4,0.3
Cc1cc(C)cc(NC(=O)CS(=O)(=O)c2ccccc2)c1,-6,0,-5,-22,-2,1,0.9,0.2

# Some of the entries so far, with values under each structure:
# Values run as follows: RAD54 inh	GSIS activator	ARNT-TACC3 inh	RAD52 anneal inh	esBAF inh	ERAP1 inh	CFTR F508del cor	XiGFP reactiv
CCc1ccc(C(=O)Cc2cc3cccc(OC)c3oc2=O)cc1
 : 7	3	0	-5	?	1	6.9	0.0
Cn1nc(C(C)(C)C)cc1C(=O)NNC(=O)c1cccc(Cl)c1
 : 1	12	-9	-9	.	3	-0.3	0.0

# (list continues)
SMILES,RAD54 inh,GSIS activator,ARNT-TACC3 inh,RAD52 anneal inh,esBAF inh,ERAP1 inh,CFTR F508del cor,XiGFP reactiv
CC(=O)Nc1ccc(NC(=O)C(C)OC(=O)c2ccccc2C(=O)c2ccc(Cl)c([N+](=O)[O-])c2)cc1 (stereo not given),6,15,.,-12,19,1,.,1.2
O=C(NCC[C@@H]1CC[C@H](NC(=O)C2CCC2)[C@@H](CO)O1)c1ccc(F)cc1,-4,9,6,-11,17,1,0.2,-0.9
CC(=O)OC1CC(C)(C)N(OC(=O)CCCN2C(=O)c3ccccc3C2=O)C(C)(C)C1,-1,-19,.,-4,0,8,.,.
O=C(CN(Cc1ccco1)C(=O)CNS(=O)(=O)c1ccc(Cl)cc1)NCc1ccco1,-6,9,.,-19,1,0,-3.6,0.0
C/C(=N/NC(=O)c1cccs1)c1cccc(NC(=O)C2CC2)c1,-2,-4,-1,.,38,.,.,.
COc1ccc(S(=O)(=O)Nc2ccc3c(c2)CC(=O)N([C@@H](C)CO)C[C@@H](C)[C@@H](CN(C)S(=O)(=O)c2ccc(C)cc2)O3)cc1,-10,-8,-10,13,-2,2,0.7,0.0
O=C(NC1CCCC1)N1CC(=O)N2[C@H](CO)[C@H](c3ccc(-c4cccc(F)c4)cc3)[C@@H]2C1,.,-32,.,-1,.,5,2.5,0.1
Cc1ccc(S(=O)(=O)N(C)C[C@@H]2Oc3ncc(-c4ccncc4)cc3C(=O)N([C@@H](C)CO)C[C@H]2C)cc1,-6,-1,-3,29,1,0,1.2,-1.2
O=C(c1ccc(Cl)c(NC2=NC3CS(=O)(=O)CC3S2)c1)N1CCN(c2ccccc2)CC1 (stereo not given),-1,-4,.,-5,-3,3,1.3,0.1
O=C(CN1CCCCCC1)NCCc1ccc(F)cc1,-13,9,-4,1,7,-3,1.8,.
CCN(CC)C(=O)CSc1nnc2nnc3cc(Cl)ccc3n12,-19,.,-14,-54,1,2,-3.8,0.3
COc1ccc(-c2nc3c(Cl)cc(C(F)(F)F)cn3c2Cc2ccccc2C(F)(F)F)cc1OC,.,0,.,-4,.,9,0.4,-0.1
CCOC(=O)C(C)N1c2cccc3cccc(c23)S1(=O)=O (stereo not given),-7,-9,.,4,7,-1,-1.3,0.2
CC(C)NC(=O)Nc1ccc2c(c1)C(=O)N([C@H](C)CO)C[C@H](C)[C@@H](CN(C)S(=O)(=O)c1cn(C)cn1)OCCCC[C@H](C)O2,-3,29,-12,2,0,1,-0.6,0.1
CC(C)N(Cc1ccccc1)S(=O)(=O)c1ccc(Cl)nc1,.,-37,-18,-7,-10,-1,-1.3,0.1
CN(C)c1ccc(-c2ccc([C@H]3[C@@H]4C=CCC[C@@]4(C)C(=O)N3Cc3ccccc3)c(F)c2)cc1,-2,.,3,-1,8,0,-2.2,0.0
O=C(Cn1nnc2ccccc21)NNC(=S)NC1CCCCC1,-1,4,.,-1,-3,-5,1.3,0.1
C[C@H](CO)N1C[C@H](C)[C@@H](CN(C)Cc2ccc(C(=O)O)cc2)Oc2ccc(NC(=O)Nc3ccccc3)cc2CC1=O,12,1,-3,19,0,0,0.0,-0.4
CC1(C(=O)NS(=O)(=O)c2cccc(F)c2)CCN1C(=O)Cc1cc(F)ccc1F (stereo not given),3,.,.,0,-5,0,0.6,0.0
COc1ccc(Nc2nc(-c3cccc([N+](=O)[O-])c3)nc3ccccc23)cc1,6,-1,-1,.,-3,.,.,0.1
COc1ccc(NC(=O)CN2C(=O)NC(C)(c3ccc(C)cc3)C2=O)c([N+](=O)[O-])c1 (stereo not given),-1,-35,5,-5,.,0,-1.1,0.4
O=C(Nc1nnc(SCc2c(Cl)cccc2Cl)s1)C1CCCO1 (stereo not given),-19,2,-4,-5,1,2,0.3,.
COc1ccc(C(=O)/C=C/c2ccc(OCc3ccccc3)cc2)cc1CSCC(=O)O,11,-39,-3,-9,-4,-30,-6.7,0.1
Cc1ccc(-c2nn(-c3ccccn3)c(=O)c3ccccc23)cc1,-2,-2,27,-7,-8,-7,-1.9,0.1
C[C@H]1CN([C@@H](C)CO)S(=O)(=O)c2ccc(C3=CCCC3)cc2O[C@@H]1CN(C)S(=O)(=O)c1ccc(F)cc1,-3,1,4,-11,4,-2,-0.1,-0.1
C[C@H]1CN([C@@H](C)CO)C(=O)CCCn2nncc2CO[C@H]1CN(C)C(=O)C1CC1,7&-10,-14&3,-11,-8&-11,0&1,0&0,2.2&-2.6,-0.1&0.3
O=C(c1cncc(Br)c1)N1CCN(S(=O)(=O)c2ccc3ccccc3c2)CC1,7,.,-12,-12,6,-1,-0.1,0.1
COc1ccc(S(=O)(=O)NC(=O)C2(C)CCN2C(=O)c2ccccc2CCc2ccccc2)cc1 (stereo not given),-1,-2,.,-14,-5,0,2.2,0.0
CCn1cc(/C=C(\NC(=O)c2ccccc2OC)C(=O)NCCN2CCOCC2)c2ccccc21,0,0,.,-9,-2,11,2.8,-0.1
COC(=O)Cc1ccc(NC(=S)N2CCCCC2C)cc1 (stereo not given),-3,12,-26,3,9,4,-0.9,-0.5
COCC(=O)Nc1cc(C(=O)OC)cc(C(=O)OC)c1,-7,-1,11,0,10,-1,.,-0.3
O=C(NCc1ccccc1)NC1CC2CCC(C1)N2Cc1ccco1 (stereo not given),-5,8,-4,.,0,.,.,.
CN(C)CC(=O)N[C@@H]1CC[C@H](CCn2cc(C3CC3)nn2)O[C@H]1CO,-2,5,7,-9,4,1,-0.1,0.5
O=C(NCC[C@@H]1CC[C@@H](NS(=O)(=O)c2ccccc2F)[C@H](CO)O1)c1ccc(F)cc1,7,1,4,4,-2,0,2.4,0.3
CCCn1c(SCC(=O)N2CC(=O)Nc3ccccc32)n[nH]c1=O,-1,14,-13,-10,2,1,-0.8,0.0
Cc1noc(C)c1S(=O)(=O)Nc1ccc2c(c1)C(=O)N([C@H](C)CO)C[C@H](C)[C@@H](CN(C)Cc1ccncc1)OCCCC[C@H](C)O2,1,1,2,-4,-1,-4,1.7,0.1
